esBAF inh = inhibitors of esBAF chromatin remodeling in mouse ES cells. reporter increase, % at 12.5 µM. AID 602393. Bmi1-luciferase knock-in reporter, 24 h; 100% = twice the neutral-well signal. 350,000 tested, 2% active; in the data active = activation above about 40%; inconclusive = no clear call, values can overlap the other calls;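 note: 0% = median of the plate's neutral control wells and 100% = double that signal; a rise in the Bmi1 reporter signal indicates esBAF inhibition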
EWS-Fli inh = EWS/Fli transcriptional activity inhibition | A673 NR0B1-luciferase reporter, viability-normalised | inhibition, % at 12.6 µM | 350,000 tested, 0.67% active | AID 651661;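 active = mean inhibition of at least 50% after viability correction, with every replicate also passing that limit; inconclusive = mean reaches 50% but only one of two replicates passes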;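 note: firefly luciferase signal divided by Alamar Blue viability fluorescence both relative to DMSO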
RAD52 inh = blocks human RAD52 DNA annealing; inhibition, % at 18.7 µM; recombinant RAD52 DNA annealing, FRET fluorescence; 360,000 tested, 0.46% active; P43351;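 active = every replicate showing at least 50% inhibition; inconclusive = mean inhibition at least 50% but not in every replicate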
E-sel inducer = induces E-selectin expression in human endothelial cells | 260,000 tested, 0.37% active | HUVEC E-selectin immunofluorescence imaging; normalized: neutral wells 0, TNF-alpha wells 100 | P16581 | AID 686992 | activation, % at 7.58 µM;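 active = mean E-selectin-positive cell signal at least 10% of the positive control, reached in at least 60% of replicates, without over 20% cell loss; inconclusive = no rule given, readout overlaps actives, possibly toxicity-flagged; inactive = the rest, including those meeting only one limit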;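 note: in these data hits start at about 27%; measured in HUVEC primary endothelial cells; signal is the percent of cells scored E-selectin positive by PE staining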
Target sequence (P16581 whole entry, looked up): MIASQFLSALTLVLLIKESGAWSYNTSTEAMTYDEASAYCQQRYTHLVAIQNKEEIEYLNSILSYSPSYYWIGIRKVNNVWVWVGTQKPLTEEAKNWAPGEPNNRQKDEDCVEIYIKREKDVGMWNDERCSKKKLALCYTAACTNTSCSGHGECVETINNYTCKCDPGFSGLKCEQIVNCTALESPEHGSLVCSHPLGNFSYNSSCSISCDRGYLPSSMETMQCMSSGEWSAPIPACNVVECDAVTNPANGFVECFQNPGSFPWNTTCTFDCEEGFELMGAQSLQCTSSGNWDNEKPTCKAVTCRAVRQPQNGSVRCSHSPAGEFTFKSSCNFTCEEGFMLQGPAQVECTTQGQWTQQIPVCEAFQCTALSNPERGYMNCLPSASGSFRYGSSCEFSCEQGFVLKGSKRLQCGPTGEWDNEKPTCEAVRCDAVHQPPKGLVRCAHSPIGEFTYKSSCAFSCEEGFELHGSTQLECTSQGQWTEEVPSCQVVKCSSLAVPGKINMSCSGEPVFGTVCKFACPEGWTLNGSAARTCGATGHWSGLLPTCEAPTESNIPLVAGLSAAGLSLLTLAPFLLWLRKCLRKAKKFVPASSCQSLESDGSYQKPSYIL
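Assay system: HUVEC primary endothelial cells. Input: 3,000 HUVEC seeded per well. Doses: one compound dose added by pin transfer. Read-out basis: % PE-positive cells. Benchmarks: TNF-alpha high, DMSO low. Detection: immunofluorescence imaging. Buffer or medium: EGM-2, gelatin.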
FN deposition inh = fibronectin deposition inhibition | AH1F fibroblasts, Alexa488-fibronectin deposition fluorescence, overnight | inhibition, % at 12.6 µM | 350,000 tested, 0.086% active;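 active = mean inhibition across replicates of 30% or more, regardless of how many single replicates reach that level; inconclusive = mean under 30% yet at least half of replicates reach 30%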;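 note: positive control wells lacked labelled fibronectin entirely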
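Assay system: AH1F fibroblasts / Quantity: 10000 cells per well / Medium: DMEM plus 2% serum, read in PBS / Reagent: labelled fibronectin 24 nM / Dosing: single dose, pinned / Times: 1 h cell attachment, overnight exposure to compound and label / Signal: fluorescence, ex 485 nm, em 525 nm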
S100A4 MyoIIA = inhibitors of human S100A4 binding to myosin IIA peptide; P26447; S100A4/TAMRA-MyoIIA peptide fluorescence polarization; inhibition, % at 10.7 µM; 360,000 tested, 0.14% active; AID 652163;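 active = mean inhibition of at least 70% across replicates, with every replicate also reaching that level; inconclusive = mean inhibition reaches 70% but some replicates fall short; inactive = mean inhibition below 70%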
Target sequence (P26447 whole entry, looked up): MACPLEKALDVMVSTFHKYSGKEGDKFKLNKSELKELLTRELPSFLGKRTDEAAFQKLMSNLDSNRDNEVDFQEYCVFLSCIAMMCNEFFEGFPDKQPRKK
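Test system: S100A4 monomer protein; Medium: HEPES pH 7.2 with CaCl2, KCl, NaCl, DTT, Triton; Probe or stimulus: TAMRA-labelled myosin IIA heavy-chain peptide probe, 5 nM; Doses: one dose per compound; Times: polarization read 5 min after assay mix addition, stable 5–60 min; Benchmarks: neutral control DMSO, positive control TFP.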
XiGFP reactiv = activators of X-chromosome reactivation in mouse fibroblasts; XiGFP mouse fibroblasts, % GFP-positive cells imaging, 3 d; cells co-treated with 5-aza-dC sensitizer; scaled so ellipticine positive control = 100%; activation, % at 7.58 µM; 360,000 tested, 0.055% active; AID 743238;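 active = mean normalized replicate activation at least 10% and every replicate at or above 10%; inconclusive = only one of the two criteria met; inactive = mean below 10% and not all replicates reach 10%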;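 note: 0% = median of on-plate neutral control wells and 100% = ellipticine 6 µM median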
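assay system = SV40-immortalized XiGFP fibroblast cells, line 68-5-11 | buffer or medium = DMEM plus 5-aza-dC sensitizer | doses = single-point pinned compound dosing | times = 3-day compound exposure, then 15 min fixation at room temperature | benchmarks = positive control ellipticine, 6 µM final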
RAD54 inh = blocks human RAD54 Holliday junction branch migration | FAM/BHQ fluorescence | inhibition, % at 10.4 µM | 360,000 tested, 0.14% active;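 active = mean normalized replicate activity at least 40 and at least half of replicates scoring 40 or more; inconclusive = only one of the two criteria met; inactive = mean below 40 and under half of replicates reaching 40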;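 note: 0% = median of neutral control wells and 100% = median of positive control wells; inhibitors cause a drop in the FAM fluorescence signal; in these data hits start at about 50%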
Active calls of the source: *; ? = inconclusive; · = no result given. Outcome played no part in choosing rows; 3% or so of the library scored in one or more.

SMILES | esBAF inh | EWS-Fli inh | RAD52 inh | E-sel inducer | FN deposition inh | S100A4 MyoIIA | XiGFP reactiv | RAD54 inh
COc1ccc(-c2cnc3c(c2)C(=O)N([C@H](C)CO)C[C@H](C)[C@H](CN(C)Cc2ccncc2)O3)cc1 | -1 | -2 | 4 | 0.8 | 0 | 17 | -0.3 | 8
Cc1ccc(NC(=S)N2CCN(S(=O)(=O)c3c(F)cccc3F)CC2)cc1C | -4 | 6 | -1 | · | 3 | -2 | 0.0 | 2
CC(C)CNc1oc(-c2ccc(F)cc2)nc1C#N | 23 | -21 | -7 | · | -14 | 8 | 0.2 | -13
O=C(C[C@H]1CC[C@H](NC(=O)C2CC2)[C@@H](CO)O1)NCC1CC1 | 0 | 2 | 13 | -0.2 | · | 0 | 0.8 | 13
CCn1cc(C(=O)N[C@@H](CCSC)C(=O)NCCCOC)c(=O)c2cc3c(cc21)OCO3 | -2 | 8 | -5 | -0.1 | -10 | 3 | 0.0 | -2
Cc1ccc(CNC(=O)c2ccc(NC(=O)CCS(=O)(=O)c3cccs3)cc2)cc1 | 1 | · | · | -1.0 | 1 | · | · | 8
Clc1ccc(-n2nnnc2-c2ccno2)cc1 | · | 2 | -20 | 4.3 | 8 | -2 | 0.1 | -6
COc1ccc(NC(=O)N(C)C[C@H]2OCCCC[C@H](C)Oc3ccc(NC(=O)CCC(F)(F)F)cc3C(=O)N([C@@H](C)CO)C[C@@H]2C)cc1 | 5 | 1 | 5 | -0.2 | · | 6 | -0.1 | -2
O=C(N[C@@H]1CC[C@H](CCn2cc(C3CC3)nn2)O[C@@H]1CO)c1cccnc1 | 1 | -6 | 0 | 0.5 | 8 | 4 | 0.1 | 0
COc1ccccc1NC(=O)NC1CCCCCCC1 | 16 | -14 | -10 | 0.1 | 14 | 1 | -0.1 | 13
C[C@H](CO)N1C[C@H](C)[C@@H](CN(C)Cc2ccc(C(=O)O)cc2)Oc2ccc(NS(=O)(=O)c3ccc(F)cc3)cc2CC1=O | · | · | 1 | 0.0 | · | -9 | 0.3 | ·
CCC(=O)N1C[C@@H](C)[C@@H](OC)CN(C)C(=O)c2cc(NC(=O)c3cc(C)on3)ccc2OC[C@@H]1C | -7 | -13 | · | 0.5 | -2 | · | -0.4 | ·
O=[N+]([O-])c1ccc(O)c(C=Nc2ccc3c(c2)OCO3)c1 | 41* | -19 | -79 | 2.1 | 6 | 6 | -0.1 | -2
COc1ccc(CCNC(=O)C2CCN(C(=O)c3ccc(F)cc3)CC2)cc1 | -7 | 11 | -6 | · | 10 | -3 | 0.0 | 3
COc1ccc(CNC(=O)c2cccc(NC(=O)c3ccccc3)c2)cc1 | · | 4 | -2 | · | -10 | 0 | 0.0 | ·
CCn1c(SCC(=O)Nc2ccc(NC(C)=O)cc2)nc2c1c(=O)n(C)c(=O)n2C | -1 | -9 | -7 | · | -3 | -3 | 0.3 | 20
Cc1oc2c(cc(NS(=O)(=O)c3ccc(Cl)cc3)c3ccccc32)c1C(=O)O | 2 | · | -50 | -0.1 | · | -3 | 0.1 | 5
Cc1ncoc1C(=O)Nc1ncc([N+](=O)[O-])s1 | · | 12 | 5 | -3.2 | 6 | 1 | 0.1 | ·
COc1ccc(S(=O)(=O)Cc2ccc(C(=O)N3CCN(c4ccc(Cl)cc4)CC3)o2)cc1 | 1 | 0 | -29 | · | 7 | -7 | 0.1 | -17
O=C(O/N=C1/CCCc2occc21)c1ccc(F)cc1 | · | -3 | -14 | 4.2 | 0 | -1 | 0.5 | ·
CCOC(=O)C1CCN(C(=O)CCc2ccc(S(=O)(=O)NCC(C)C)cc2)CC1 | -8 | -1 | 2 | · | 1 | 8 | 0.0 | 4
Cc1cc2c(sc3ccccc32)c(C)n1 | · | -6 | -13 | 7.0 | -2 | 7 | 0.3 | 4
CN(C[C@H](Cc1ccccc1)N(C[C@@H](CC1CCCCC1)N(CCc1ccccc1)N=O)N=O)N=O | -6 | 6 | -18 | 0.0 | -6 | -3 | -0.1 | 5
C[C@@H]1CN([C@H](C)CO)C(=O)c2cccc(NC(=O)c3cnccn3)c2O[C@H]1CN(C)C(=O)Nc1ccc(F)cc1 | 4 | 1 | -5 | -3.1 | · | 4 | 0.0 | 5
O=C(C[C@@H]1C=C[C@H](NC(=O)c2ccncc2)[C@@H](CO)O1)NCc1ccncn1 | · | · | -6 | 4.2 | · | -33 | -0.2 | ·
COc1nc(C)c2cc(C)oc2n1 | · | -5 | -4 | · | -2 | -7 | -0.2 | ·
CCOc1ccc(S(=O)(=O)N2CCC(C(=O)N3CCOCC3)CC2)cc1C | -1 | 12 | -10 | · | 1 | -1 | 0.2 | 6
COc1cccc(C(=O)Nc2ccc3c(c2)C(=O)N(C)C[C@H](OC)[C@@H](C)CN(C)[C@H](C)CO3)c1 | -2 | 7 | 4 | 0.1 | -7 | 7 | 0.1 | -1
Cc1ccc(-c2nc(Nc3ccc(N4CCOCC4)cc3)c3ccccc3n2)cc1 | 0 | 21 | -5 | 17 | -20 | -4 | 0.6 | 4
C[C@H](CO)N1C[C@H](C)[C@H](CN(C)C(=O)NC2CCCC2)OCc2cn(nn2)CCCC1=O | -1 | -4 | -1 | 0.1 | -4 | -8 | 0.0 | 5
CC1(C(=O)NS(=O)(=O)c2ccc(Cl)cc2)CCN1C(=O)Cc1ccccc1Cl (configuration not stated) | -5 | -18 | 2 | 0.2 | 2 | 2 | 0.2 | 2
C[C@H](CO)N1C[C@H](C)[C@H](CN(C)C(=O)c2ccccc2)OCCCC[C@H](C)Oc2ccc(NS(C)(=O)=O)cc2C1=O | 9 | -5 | 13 | ? | · | -9 | -1.1 | 5
O=C1c2ccccc2-c2cccnc21 | -4 | 16 | 9 | -0.2 | 5 | -3 | 0.0 | 1
C[C@@H]1CN([C@@H](C)CO)C(=O)Cc2cc(NC(=O)CCC(F)(F)F)ccc2O[C@H]1CN(C)Cc1ccc(Cl)c(Cl)c1 | 7 | 16 | 9 | -0.6 | · | 1 | -0.5 | 0
COc1cc(CN2CCCC(C(=O)N3CCc4ccccc4C3)C2)cc(OC)c1OC (configuration not stated) | 0 | 6 | -1 | -0.1 | 3 | -5 | 0.3 | -14
CC1CCCC(C)N1CCCNC(=O)CN1C(=O)COc2ccc(S(=O)(=O)N3CCOCC3)cc21 (configuration not stated) | 0 | · | -13 | -0.2 | 1 | 5 | 0.3 | -5
COc1cccc(C2NC(=O)CCC2[N+](=O)[O-])c1OC (configuration not stated) | 3 | -8 | -5 | 0.0 | 7 | -5 | 0.0 | -2
COc1ccc(NC(=O)Nc2ccc3c(c2)CC(=O)N([C@H](C)CO)C[C@H](C)[C@H](CN(C)Cc2ccncc2)O3)cc1 | 7 | 3 | -7 | · | · | 7 | 0.3 | -17
C[C@@H]1CN([C@H](C)CO)C(=O)c2cc(NC(=O)CCCN(C)C)ccc2O[C@@H](C)CCCCO[C@H]1CN(C)S(=O)(=O)c1ccc(Cl)cc1 | 4 | -1 | 39 | 0.4 | · | 16 | 0.2 | 17
CC(C)NC(=O)Nc1ccc2c(c1)C(=O)N([C@@H](C)CO)C[C@H](C)[C@@H](CN(C)Cc1ccc(C(=O)O)cc1)OCCCC[C@H](C)O2 | 0 | 7 | -9 | -0.3 | 0 | 5 | 0.1 | -1
O=C(N/N=C/C=C\c1cccc([N+](=O)[O-])c1)c1ccccn1 | · | -27 | -9 | -0.2 | -2 | 4 | 0.1 | ·
O=C(NC1Cc2ccccc2C1)[C@@H]1[C@@H](CO)[C@@H]2Cn3c(cccc3=O)[C@H]1N2C(=O)CC1CC1 | 0 | -7 | 5 | -0.1 | · | 6 | 0.2 | -3
Cc1ccc(NC(=S)NCCCN2CCOCC2)cc1 | · | -11 | -1 | -1.2 | 2 | -4 | 0.6 | ·
CC(=O)N1[C@H](CO)[C@H]2c3ccccc3N(S(=O)(=O)c3ccccc3F)C[C@H]21 | -3 | -3 | -6 | 0.3 | · | 27 | 0.0 | 8
CCCC(=O)Nc1ccc2oc(-c3ccncc3)nc2c1 | 26 | · | · | -0.8 | -3 | · | · | 0
COc1ccc([C@H]2CC(=O)C=C(c3ccc(F)cc3OCc3ccccc3)C2)cc1OC | 3 | 23 | -3 | -0.1 | 15 | 1 | 0.6 | -1
O=C(O)/C=C/C(=O)NNC(=O)c1ccc(Cl)cc1Cl | · | 1 | -23 | · | 1 | -1 | 0.0 | ·
CCOC(=O)/C(C#N)=C/Nc1ccsc1C(C)=O | · | -35 | -13 | -0.1 | 1 | -5 | -0.1 | ·
COc1cccc(CN(C)C(=O)c2cccc(S(=O)(=O)Nc3cccc(C)c3)c2)c1OC | 7 | 2 | -1 | · | 7 | -1 | -0.1 | ·
COCCNC(=O)C(=O)Nc1ccc(Cl)cc1C | · | 3 | 0 | · | 1 | 2 | 0.0 | ·
CCNc1nc(OC)nc(N(OC)S(=O)(=O)c2ccc(C)cc2)n1 | -3 | 7 | -3 | 0.6 | -4 | -20 | 0.4 | -9
C[C@H]1CN([C@@H](C)CO)S(=O)(=O)c2ccc(C#CC(C)(C)O)cc2O[C@@H]1CN(C)C(=O)C1CCCCC1 | 6 | -3 | 5 | 0.4 | · | 39 | 0.0 | 0
O=C(C[C@H]1C[C@H]2c3cc(NC(=O)CC4CC4)ccc3O[C@H]2[C@H](CO)O1)NCc1ccc(-c2ccccc2)cc1 | 9 | 6 | 0 | 0.5 | 2 | 4 | 0.1 | 16
C[C@H]1CCCCO[C@@H](CN(C)Cc2ccc(C(=O)O)cc2)[C@@H](C)CN([C@@H](C)CO)C(=O)c2cc(NC(=O)c3ccncc3)ccc2O1 | 6 | -11 | 106* | -0.2 | · | 2 | -0.1 | -3
CC(C)C(C(=O)Nc1ccc2c(c1)OCCOCCOCCOCCO2)N1C(=O)c2ccccc2C1=O (configuration not stated) | -2 | -8 | -15 | · | · | -2 | 0.0 | ·
C[C@H](CO)N1C[C@H](C)[C@H](CN(C)S(=O)(=O)c2cccs2)Oc2ccc(NC(=O)Cn3cnnn3)cc2C1=O | 2 | -5 | -13 | 0.0 | 0 | 4 | -0.6 | -1
CC(=O)N1c2ccc(S(=O)(=O)NCCC(=O)Nc3ccc(F)cc3)cc2CC1C (configuration not stated) | 1 | · | -14 | · | 8 | -1 | 0.0 | -5

Reprinted at random: 2 records from the list, in no set order.
SMILES | esBAF inh | EWS-Fli inh | RAD52 inh | E-sel inducer | FN deposition inh | S100A4 MyoIIA | XiGFP reactiv | RAD54 inh
COc1cccc(CN(C)C(=O)c2cccc(S(=O)(=O)Nc3cccc(C)c3)c2)c1OC | 7 | 2 | -1 | · | 7 | -1 | -0.1 | ·
O=C(C[C@H]1C[C@H]2c3cc(NC(=O)CC4CC4)ccc3O[C@H]2[C@H](CO)O1)NCc1ccc(-c2ccccc2)cc1 | 9 | 6 | 0 | 0.5 | 2 | 4 | 0.1 | 16

High-throughput results from PubChem.
